Screens deposited in PubChem BioAssay by National Center for Advancing Translational Sciences (NCATS).
KinaseGlo FLuc – blocks Kinase-Glo luciferase, a counter-screen artifact. Q27757. Kinase-Glo luciferase, ATP luminescence, 8 min. Potency, µM (doses to about 38.3 µM), without a hit: at the highest dose activity change, negative = inhibition, hits mostly inhibitors. 200,000 compounds, 0.28% hits. AID 1379; further: potency means the concentration at half of the fitted maximal effect; on the % scale 0 is the no-effect control and ±100 the full control effect; nearly all actives have a fitted effect of over 60% in size
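Recombinant Kinase-Glo luciferase, 10 uM ATP (linear range), luciferin; imidazole pH 7.2 / KCl / MgCl2 / Tween / BSA buffer; 8 min RT; luminescence.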
SMN2 splice enh – increases expression of the SMN2 splice variant; HEK293 SMN2-luciferase splicing reporter, luminescence, 30-36 h; Potency, µM (top dose mostly 46.1 µM), for the others: at the top dose activity change, positive = activation, actives largely listed as activators; 210,000 compounds, 2.8% hits; AID 1458; further: potency means the concentration at half of the fitted maximal effect; % of control where 0% means no effect; nearly all actives have a fitted effect of over 55% in size
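HEK293 cells carry an SMN2 minigene-luciferase reporter in which exon 7 inclusion puts luciferase in frame. Cells were seeded at 2000 cells/well, attached for 10-12 hours, then exposed to compounds for 30-36 hours at 37C before ONE-Glo luminescence.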
LMNA splice mod – LMNA splicing modulation | 200,000 compounds, 0.01% hits | HeLa LMNA splicing GFP/RFP minigene ratio, 48 h | Potency, µM (top dose mostly 46.1 µM), without a hit: at the highest dose ratio change, negative = inhibition, usual class: inhibitors; active means well fitted inhibition curve with a large enough effect in the signal ratio, with a control signal flat, not every such curve was filed as active; inconclusive means small, poorly fitted or top-dose-only effect, or effect the other way, or a change in a side signal; the % refers to the signal ratio; further: potency means the concentration at half of the fitted maximal effect; on the % scale 0 is the no-effect control and ±100 the full control effect
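S3 HeLa cells stably expressing lamin A-EGFP splicing minigene plus DsRed2, 600 cells/well, 48 h compound exposure at 37C. Laser-scanning cytometry; analysed as GFP (500-530 nm)/RFP (575-640 nm) total intensity ratio; 0.5% DMSO vehicle.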
IMPase Li inh – cell-permeable IMPase inhibitors with lithium potentiation. CHO-M1 cells, IP1 TR-FRET (IP-One), carbachol + lithium. Potency, µM (highest dose often 59.4 µM), without a hit: at the top dose activity, negative = IMPase inhibition, usual class: inhibitors. 210,000 compounds, 0.35% hits;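 further: IP1 builds up when IMPase is blocked and the TR-FRET signal falls; potency means the concentration at half of the fitted maximal effect; plate controls were basal vehicle for no effect and high inhibitor control for full effect; nearly all actives have a fitted effect of over 50% in size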
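Lithium-sensitised IP1 accumulation assay; M1-expressing CHO cells treated 30 min at 37C with compound. Competitive antibody detection by time-resolved FRET followed a 10 min room-temperature lysis step.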
HttQ103 aggreg – mutant huntingtin aggregation inhibition; PC12 HttQ103-GFP aggregates, Acumen cytometry, 40 h; Potency, µM (top dose mostly 46.1 µM), for the others: top-dose activity change, negative = inhibition, actives largely listed as inhibitors; 220,000 compounds, 1.1% hits; further: potency means the concentration at half of the fitted maximal effect; on the % scale 0 is the no-effect control and ±100 the full control effect; nearly all actives have a fitted effect of over 60% in size
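Quantitative HTS on tebufenozide-induced (100 nM) PC12 cells stably expressing polyQ103 Huntingtin exon 1–GFP. Reduction of bright GFP aggregates, detected by laser scanning cytometry after lysis, identified actives across the titration.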
HTT ATP protect – protects HTT-Q103 PC12 cells, measured by ATP. PC12 HTT-Q103 induced, cytoprotection, ATP luminescence, 40 h. Potency, µM (titrated, usually from 56.4 µM), inactives show cytoprotection (ATP increase), most hits filed as activators. 230,000 compounds, 0.14% hits;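 further: potency means the concentration at half of the fitted maximal effect; % of control where 0% means no effect; nearly all actives have a fitted effect of over 45% in size; toxic huntingtin expression switched on by the ecdysone agonist tebufenozide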
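Compounds added alongside 100 nM tebufenozide, which induces toxic Q103 huntingtin exon 1-GFP in stable PC12 cells; surviving cells quantified by luminescent ATP measurement. Medium: phenol red-free DMEM, 5% equine and 5% calf serum.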
CBFb RUNX1 block – inhibitors of human CBF-beta and RUNX1 interaction | Q01196+Q13951 | AlphaScreen CBFb-His/RUNX1-biotin binding, biochemical | Potency, µM (highest dose often 59.8 µM), inactives show at the highest dose activity, negative = inhibition, actives largely listed as inhibitors | 230,000 tested, under 10 active; further: % of control where 0% means no effect
Target sequence (Q01196 whole entry, looked up): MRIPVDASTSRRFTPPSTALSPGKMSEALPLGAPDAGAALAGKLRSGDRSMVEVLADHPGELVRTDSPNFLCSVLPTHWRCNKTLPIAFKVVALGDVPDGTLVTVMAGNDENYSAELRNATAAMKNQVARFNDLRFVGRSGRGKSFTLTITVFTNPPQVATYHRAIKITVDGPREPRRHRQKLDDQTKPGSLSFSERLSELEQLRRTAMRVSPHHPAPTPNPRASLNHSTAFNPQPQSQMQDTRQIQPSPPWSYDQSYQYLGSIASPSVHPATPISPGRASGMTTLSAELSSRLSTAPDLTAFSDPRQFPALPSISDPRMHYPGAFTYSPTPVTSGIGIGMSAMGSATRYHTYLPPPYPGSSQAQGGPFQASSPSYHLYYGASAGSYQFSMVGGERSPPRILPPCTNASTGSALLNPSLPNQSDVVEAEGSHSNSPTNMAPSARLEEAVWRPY
Target sequence (Q13951 whole entry, looked up): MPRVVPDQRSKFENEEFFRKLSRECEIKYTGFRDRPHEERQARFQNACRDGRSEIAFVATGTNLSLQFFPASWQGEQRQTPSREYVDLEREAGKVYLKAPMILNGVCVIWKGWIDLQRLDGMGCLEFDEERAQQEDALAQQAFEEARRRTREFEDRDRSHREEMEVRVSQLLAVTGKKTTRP
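Inhibition was taken as any reduction in AlphaScreen signal from the CBF-beta–RUNX1 pair (His and biotin tags, 30 nM each), measured after compound (15 min) and bead (90 min) incubations at room temperature.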
* hit, by the source's call; ? = inconclusive; nt = not tested or not shown; [ ] = remark or other dose. Unless noted, the call rests on the fitted dose curve; in most records, active means well fitted curve in the direction sought with a large enough effect; inconclusive means small, poorly fitted or top-dose-only effect, or another doubt; inactive means no such curve, though single readings can be large; an effect the other way counts as inactive or inconclusive.

SMILES	KinaseGlo FLuc	SMN2 splice enh	LMNA splice mod	IMPase Li inh	HttQ103 aggreg	HTT ATP protect	CBFb RUNX1 block
Cc1ccc(/C=N/NC(=O)CN2C(=O)CSc3ccccc32)o1	nt	nt	nt	nt	-9%[9.22 µM]	2%[10 µM]	0%
CCOC(=O)CSc1nnc(-c2cc(OC)c(OC)c(OC)c2)o1	3%	nt	?	6%	-9%[9.22 µM]	-1%[10 µM]	3%
C=CCNC(=O)COC(=O)CCC(=O)c1cccs1	nt	nt	nt	nt	3%[9.22 µM]	21%[10 µM]	2%
Cc1c(C(=O)Oc2cccc3ccccc23)cnn1-c1ccccc1	-6%	?	?	54%[activator][38.3 µM]	-11%	-20%	19%
COc1cccc(CNC(=O)Cn2cc3c(n2)CCCC3)c1	0%	14%	-4%	15%[38.3 µM]	-12%	3%[10 µM]	2%
Cc1ccc(CCN2CC(C(=O)NCCCN3CCCCCC3)CC2=O)cc1 (stereo not given)	-1%	-7%	12%	3%[38.3 µM]	1%	-10%	5%
CNC(=O)c1sccc1SCc1c(Cl)cccc1Cl	5%	-29%	-2%	13%[38.3 µM]	12%[9.22 µM]	8%	7%
Cc1[nH]n(-c2ccccc2)c(=O)c1/C=N/NC(=O)c1cccc([N+](=O)[O-])c1	-6%	-70%[inhibitor]	?	-4%[38.3 µM]	5.6µM*	-64%[inhibitor][10 µM]	-4%
COc1ccc2cc(C(=O)NC3CCCCC3)c(=O)oc2c1	0%	8%	-5%	-2%[38.3 µM]	-8%	-3%	-1%
COC(=O)Cc1c(C(=O)OC)nnn1-c1ccc(OC(F)(F)F)cc1	-3%	-20%	-14%[9.22 µM]	10%	-5%	-14%	8%
CCOC(=O)N1CCN(S(=O)(=O)c2ccc(C(=O)NNc3nc4ccc(Cl)cc4s3)cc2)CC1	-1%	-83%[inhibitor]	?	3%	?	nt	-4%[2.36 µM]
O=C(Nc1ccc2oc(-c3ccncc3)nc2c1)c1ccccc1	-3%	-16%	6%[46 µM]	?	-9%	-15%	0%
COc1ccccc1NC(=O)CN1CCC(c2nc3ccccc3[nH]2)CC1	0%	nt	?	-3%	-33%[9.22 µM]	-33%[10 µM]	-2%
Cc1cccc(C)c1NS(=O)(=O)c1c(C)[nH]c(=O)[nH]c1=O	0%	15%	-2%	-12%[38.3 µM]	11%	-7%	3%
COc1ccc(NC(=O)CCOc2ccccc2)c(OC)c1	0%	5%	-1%	4%[38.3 µM]	-6%	27%	1%
Cc1sc(N)c(C(=O)c2ccccc2Cl)c1C	-3%	-18%	?	3%	5%[9.22 µM]	30%[10 µM]	-18%
COc1cc(-c2csc(C)n2)ccc1O	2%	24%	5%	7%[38.3 µM]	-3%	-8%	-3%
Oc1ccc(/C=C/c2nc(-c3ccccc3O)n(-c3ccccc3)n2)cc1	-6%	-16%	?	-1%[38.3 µM]	-6%	-9%	-6%
CC(C)[C@H](NC(N)=O)C(=O)NCCc1ccc(Cl)cc1Cl	-1%	-3%	11%[46 µM]	-2%	-9%	?	-1%
Cn1c(CSCc2ccc(F)cc2)nnc1SCC(=O)N1CCN(c2ccccc2)CC1	-4%	-40%[inhibitor]	17%	13%[38.3 µM]	?	-13%	0%
CCCC(=O)c1cc(-c2nc3ccccc3n2C)n(C)c1	-3%	-8%	-9%	7%[38.3 µM]	9%	-14%[0.074 µM]	7%
CC(C)NS(=O)(=O)c1ccc(CCC(=O)Nc2ccc3c(c2)OCCO3)cc1	0%	-9%	-10%	4%	13%	-5%[1.9 µM]	-1%
COc1ccccc1NS(=O)(=O)c1cccc(C(=O)N/N=C/c2ccc(C)o2)c1	nt	nt	nt	-5%	3%	-27%	-3%
O=C(OCCN1C(=O)c2ccccc2C1=O)c1cc(S(=O)(=O)N2CCOCC2)ccc1Cl	3%	6%	-5%	-4%	15%	-17%[10 µM]	4%
FC(F)(F)c1cc(-c2ccccc2)nc(NC2CCCC2)n1	-1%	19%	15%	36%[activator][38.3 µM]	-5%[9.22 µM]	-2%	15%
CCN1CCN(CC(=O)N2CCCC(C(=O)c3ccc(Oc4ccccc4)cc3)C2)CC1 (stereo not given)	-5%	nt	?	18%	13%[9.22 µM]	-9%[10 µM]	?
c1ccc2nc3c(cc2c1)CCCCC3	nt	nt	nt	nt	-9%[9.22 µM]	11%[10 µM]	14%
Cc1cc(NC(=O)C2C3C(=O)N(Cc4ccc(Cl)cc4)C(C(=O)NC(C)(C)C)C34C=CC2(C)O4)no1 (stereo not given)	-3%	1%	5%	-8%[38.3 µM]	-3%	24%	5%
Cc1ccc(CCNC(=O)C2CCC(=O)N2C(C)C)cc1 (stereo not given)	0%	14%	3%	21%[38.3 µM]	2%	11%	11%
CC1CC(=O)NN=C1c1ccc(N)c([N+](=O)[O-])c1 (stereo not given)	-2%	9%	-9%	-2%	0%	-6%[10 µM]	0%

HttQ103 aggreg, entries above that show a hit
SMILES,LMNA splice mod,HttQ103 aggreg,CBFb RUNX1 block
Cc1[nH]n(-c2ccccc2)c(=O)c1/C=N/NC(=O)c1cccc([N+](=O)[O-])c1,?,5.6µM*,-4%

The list goes on.
SMILES	KinaseGlo FLuc	SMN2 splice enh	LMNA splice mod	IMPase Li inh	HttQ103 aggreg	HTT ATP protect	CBFb RUNX1 block
CCNC(=S)N/N=C(\C)c1cc2ccccc2o1	1%	5%	-3%	-5%	14%	28%[10 µM]	-9%
COc1ccc(CCNC(=O)CSc2nnc(-c3ccc(F)cc3)c3ccccc23)cc1OC	-3%	-9%	-7%	13%	?	8%[10 µM]	-8%
COc1ccc(C(=O)N2CCC3(CCCN(Cc4ccccc4)C3)CC2)cc1	1%	-7%	nt	17%	nt	29%	nt
COc1ccc(C)cc1S(=O)(=O)N(C)CC(=O)NC1CCCCCC1	-1%	13%	12%[46 µM]	6%	-2%	nt	13%
CC(C)(C)c1ccc(-c2nn(CCC#N)cc2/C=N/O)cc1	3%	-21%	-5%[46 µM]	-9%	-22%	?	9%
OCCC1CN(Cc2nc3ccc(F)cc3[nH]2)CCN1C1CCCC1 (stereo not given)	nt	nt	nt	nt	35%[9.22 µM]	8%[10 µM]	9%
CC(=O)Nc1ccc(CN2CCC(CO)(CCOc3ccccc3)CC2)cc1	nt	nt	nt	nt	2%	-40%[inhibitor]	-1%
Cc1cccc(Oc2ccc(Cl)cc2N)c1	-2%	17%	2%[9.22 µM]	6%	-10%	6%	6%
COCCSc1nc(N)c2c3c(sc2n1)CN(C)CC3	nt	nt	nt	nt	14%[9.22 µM]	27%[10 µM]	-6%
O=C(O)c1cccc(Cl)n1	nt	nt	nt	nt	8%[9.22 µM]	35%[10 µM]	4%
C=CCn1c(=O)c2ccccc2n2c(SCC(=O)Nc3cc(C)on3)nnc12	-2%	-22%	14%	15%[38.3 µM]	0%	15%	2%
COc1ccc(OC)c(NC2=C(Cl)C(=O)N(Cc3ccccc3)C2=O)c1	-2%	-9%	?	14%	10%[9.22 µM]	-6%[1.9 µM]	?
Cc1cccc2nc(CSc3ccc(Cl)cc3)cn12	-6%	11µM*	5%[46 µM]	-1%	-6%	-5%[10 µM]	-4%
COc1ccc(-c2nnc3ccc(SCC(N)=O)nn23)cc1OC	-1%	2%	21%	-2%[38.3 µM]	4%	2%	0%
O=C(N/N=C/c1ccccc1O)c1cc(=O)[nH]c2ccccc12	4%	-92%[inhibitor]	?	9%	2%	nt	2%

Some of these compounds in order of their number in CBFb RUNX1 block, rising:
SMILES	CBFb RUNX1 block
Cc1cccc2nc(CSc3ccc(Cl)cc3)cn12	-4%
O=C(N/N=C/c1ccccc1O)c1cc(=O)[nH]c2ccccc12	2%
CC(C)(C)c1ccc(-c2nn(CCC#N)cc2/C=N/O)cc1	9%

Next structures.
SMILES	KinaseGlo FLuc	SMN2 splice enh	LMNA splice mod	IMPase Li inh	HttQ103 aggreg	HTT ATP protect	CBFb RUNX1 block
C[C@@H]1Nc2ccc(Cl)cc2S(=O)(=O)N1	-1%	nt	nt	-2%	nt	-11%	15%[21.7 µM]
COc1ccccc1-n1c(SCC(=O)O)nc2sc3c(c2c1=O)CCC3	nt	nt	nt	nt	1%[9.22 µM]	1%[10 µM]	-1%
CC(C)[C@H](NC(=O)c1ccccc1)C(=O)OCC(=O)Nc1ccc(Cl)cc1C(F)(F)F	4%	19%	-8%	9%	-4%	3%[1.9 µM]	-4%
CCS(=O)(=O)N1CCC(C(=O)NCCCN2CCCCCC2)CC1	3%	-19%	-9%	3%	-10%	14%[10 µM]	3%
Cc1ccccc1NC(=O)N(C(C)C)C(C)C	2%	-17%	2%	1%[38.3 µM]	-5%[9.22 µM]	-1%	0%
CCN1C(=O)OC2(CCCCC2)C1(C)O (stereo not given)	0%	2%	13%	8%[38.3 µM]	8%	0%[1.9 µM]	3%
CCC(=O)Nc1ccc(S(=O)(=O)N2CCOCC2)cc1	-3%	2%	3%	25%[38.3 µM]	-4%	-6%	0%
O=C(COc1ccccc1)NCc1n[nH]c(=S)n1-c1ccccc1	-3%	28%	nt	-1%	-2%	1%	-17%
COc1nc(NCc2ccco2)nc(N2CCC(C)CC2)n1	-3%	-14%	0%	-4%[38.3 µM]	-11%	-13%	-5%
CCc1ccc(OCCCC(=O)O)c(Br)c1	6%	38%	-5%	4%[38.3 µM]	-15%	-6%	-2%
Cc1[nH]n2c(=O)c(C#N)c(-c3ccccc3)nc2c1-c1ccccc1	-1%	11%	-5%	8%[38.3 µM]	30%	-5%[0.074 µM]	-3%
COc1cc2c3c(c1OC)C1(C=CC(=O)C=C1)CC3N(C(C)=O)CC2 (stereo not given)	1%	-4%[1.84 µM]	-6%	-4%	0%	19%[10 µM]	1%
OCCN1CCN(CC(O)C(F)(F)F)CC1 (stereo not given)	0%	8%	?	-6%	?	-17%	23%
COc1ccccc1-c1nnc(SC2CCc3ccccc3NC2=O)s1 (stereo not given)	-3%	-39%[inhibitor]	?	2%	?	0%[10 µM]	-2%
O=C(CN(CCc1ccccc1)S(=O)(=O)c1ccc(Cl)cc1)N/N=C/c1ccccc1C(=O)O	0%	7%	nt	-1%	22%	nt	-1%
CCOc1ccc(C(=O)NCC(=O)OCC(=O)N2CCCC2)cc1	2%	2%	-13%[46 µM]	4%	33%	-15%	7%
O=C(COC(=O)c1ccc2c(c1)S(=O)(=O)N=C1CCCCCN12)NCCc1ccc(F)cc1	-2%	6%	-4%[46 µM]	4%	19%	-50%[inhibitor]	1%
C/C(=N/NC(=O)c1ccncc1)c1c[nH]c2ccccc12	-2%	-5%	nt	4%	-4%	4%	-8%
